Compound activity deposited in PubChem by Fisher Drug Discovery Resource Center.
mcGAS lum = inhibitors of mouse cGAS; inhibition, % at 12.5 µM; Q8C6L5; AID 1259399; 0.15% of 160,000 active; recombinant cGAS, Kinase-Glo ATP depletion luminescence;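 further: 0% = negative control wells and 100% = reference inhibitor with no enzyme activity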
NPYLR7 agonist = mosquito NPYLR7 agonism | HEK293T NPYLR7/Galpha15, GCaMP6s calcium fluorescence | activation, % at 10 µM | 0.15% of 270,000 active | AID 1259423; in the data active means activation above about 40%;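 further: 0% = vehicle and 100% = reference agonist at the receptor; some compounds past the cut are filed as inactive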
hcGAS lum = blocks human cGAS activity; Q8N884; recombinant h-cGAS, ATP depletion, Kinase-Glo luminescence; inhibition, % at 12.5 µM; 0.081% of 290,000 active;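 further: 0% = vehicle reaction and 100% = reaction without DNA for no activity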
Target sequence (Q8N884 whole entry, looked up): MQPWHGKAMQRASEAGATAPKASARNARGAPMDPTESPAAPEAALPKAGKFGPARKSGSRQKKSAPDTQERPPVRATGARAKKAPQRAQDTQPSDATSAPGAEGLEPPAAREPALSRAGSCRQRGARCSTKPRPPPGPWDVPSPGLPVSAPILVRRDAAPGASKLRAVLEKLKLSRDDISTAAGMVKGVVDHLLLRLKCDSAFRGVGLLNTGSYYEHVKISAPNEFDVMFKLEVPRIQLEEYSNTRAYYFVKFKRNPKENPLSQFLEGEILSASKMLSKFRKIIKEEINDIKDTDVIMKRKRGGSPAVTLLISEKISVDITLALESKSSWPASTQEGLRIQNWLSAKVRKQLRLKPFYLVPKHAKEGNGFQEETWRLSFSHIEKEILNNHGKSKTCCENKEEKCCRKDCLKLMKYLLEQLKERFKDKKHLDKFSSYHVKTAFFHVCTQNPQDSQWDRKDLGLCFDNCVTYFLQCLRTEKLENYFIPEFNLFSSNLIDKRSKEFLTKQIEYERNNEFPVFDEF
An asterisk follows results filed as active; · = no result given; & = joins results of further samples. Unless noted, no stated cut-off is given here; in the data, active means inhibition above about 40%; inactive means the rest.

SMILES | mcGAS lum | NPYLR7 agonist | hcGAS lum
O=C(CN1CCOCC1)N1N=C(c2cccs2)CC1c1ccco1 (stereo not drawn) | · | 7 | -2
Cc1nn(C(=O)c2cccs2)c(C)c1Sc1ccccc1 | · | 2 | -7
C=CCNC(=O)Nc1ccc(NC(=O)N(C)CC2CCC2)cc1 | · | -6 | -15
COCCCn1c(SCc2ccc(/C=C/c3ccccc3)cc2)nnc1-c1cc(-c2ccccc2)nc2ccccc12 | -8 | -6 | -7
CCCn1c(SCC(=O)c2cc(C)n(C3CC3)c2C)n[nH]c1=O | · | 2 | -6
COc1ncccc1C(=O)N1CCC2(CCCN(CC3CCCCC3)C2)C1 (stereo not drawn) | · | 2 | -9
Cc1nn(-c2nc3ccccc3[nH]2)c2c1C(=O)CC(c1ccccc1O)C2 (stereo not drawn) | · | 6 | -15
CCc1nc2ccc(C(=O)NCCc3ccccn3)cn2c1N(C)C(=O)COc1ccccc1 | -3 | -4 | -7
COc1ccc2nc(N(Cc3ccccn3)C(=O)c3cc(C)on3)sc2c1 | · | 3 | -4
CCc1nc2ccc(C(=O)Nc3cc(-c4ccccc4)ccc3OC)cn2c1N(CC)Cc1cccc(Br)c1 | -2 | 10 | -5
Cc1ccn2c(=O)nc(SCc3ccc(Br)cc3)nc2c1 | -5 | 5 | -3
O=C(O)C1CC(=O)N(CCCn2cncn2)C1 (stereo not drawn) | -12 | -4 | -7

Profiles as entered above. Values in the order: mcGAS lum | NPYLR7 agonist | hcGAS lum
`CCc1nc2ccc(C(=O)NCCc3ccccn3)cn2c1N(C)C(=O)COc1ccccc1` as listed: -3 | -4 | -7
`Cc1ccn2c(=O)nc(SCc3ccc(Br)cc3)nc2c1` as listed: -5 | 5 | -3

Next structures.
SMILES | mcGAS lum | NPYLR7 agonist | hcGAS lum
COc1ccc(-n2c(=O)[nH]c3c(C(N)=O)nc(-c4ccncc4)nc32)c(OC)c1 | -7 | 2 | -10
CN(CC(=O)Nc1ccccc1C#N)Cc1cccc(F)c1 | · | -23 | -1
COc1ccc(Oc2cnn(-c3ccc(Cl)cc3)c(=O)c2Nc2ccc(C(=O)N3CCCC3)cc2)cc1 | -4 | 8 | -3
COCCNC(=O)NC(=O)CN1CCCC1c1cc(C)on1 (stereo not drawn) | · | 1 | -1
COCC(=O)Nc1ccc(N2CCN(C(=O)c3sccc3Cl)CC2)nc1 | -5 | 3 | -5
FC(F)(F)c1ccccc1CCC1CCCN(Cc2ncc[nH]2)C1 (stereo not drawn) | · | 12 | -2
Cc1cccc(-c2nnc(NC(=O)C(NC(=O)Nc3ccc(F)cc3F)C(C)C)s2)c1 (stereo not drawn) | -5 | 20 | -9
Cc1nn(C(C)(C)C)c(OC(=O)C2CC2)c1S(=O)(=O)c1ccccc1 | -7 | 0 | -1
Cn1c(=O)c2c(nc(CN(Cc3ccccc3)Cc3ccccc3)n2CC(=O)C(C)(C)C)n(C)c1=O | -9 | · | -8
Cc1nc(C)c(CCC(=O)Nc2nc(-c3ccc(Br)cc3)c(C)s2)c(=O)[nH]1 | -6 | 1 | 6
O=C(c1ccccc1Nc1cccc(C(F)(F)F)c1)N1CCC1 | · | -22 | -3
CCC(=O)N1CCC(n2c(C)nc3ccc(C)cc32)CC1 | -6 | 6 | -6
COc1ccccc1N1CCN(C(=O)CN2CC3=C(C2=O)C(c2cccc(OC)c2OC)NC(=O)N3C)CC1 (stereo not drawn) | -6 | 2 | -7
COC(=O)C1C(=O)C(=C(O)/C=C/c2ccco2)C(=O)CC1(C)C (stereo not drawn) | 1 | 5 | 4
Cc1nc(-c2cccnc2)ncc1C(=O)N1CCCC(CCc2ccc(F)cc2)C1 (stereo not drawn) | -11 | 4 | -6
CC(=O)c1sc2nc(CSc3nnnn3Cc3cccs3)[nH]c(=O)c2c1C | · | 3 | 0
COc1cc(C(=O)N2CCC(C(C)O)CC2)ccc1OC(C)C (stereo not drawn) | -2 | -3 | -2
O[C@H]1Cc2ccccc2[C@H]1Nc1ncccc1C(F)(F)F | · | -24 | 2
CCc1[nH]n(-c2ccc(F)cc2)c(=O)c1C1=C([n+]2ccccc2)C(=O)N(c2ccc3c(c2)OCO3)C1=O | -8 | 6 | -7
O=C(NOC(=O)c1ccc(F)cc1)c1ccc(OC(F)F)cc1 | · | -2 | -7
O=C(NC1CCCC1)N1CCCn2nc(C(=O)N3CCOCC3)cc2C1 | -6 | · | -14
Cc1cc(NC(=O)Cc2ccccc2)n(-c2ncnc3c2cnn3-c2ccc(C)c(C)c2)n1 | 0 | 10 | -3
Cc1ccccc1Cn1c(C(=O)N2CCN(C(=O)Cc3cccs3)C(C)C2)cc2ccsc21 (stereo not drawn) | -4 | -1 | -8
COc1cccc(C2CCCN2C(=O)c2cn(C3CCCCCC3)nn2)c1 (stereo not drawn) | · | 2 | -2
Cn1ccnc1C(=O)c1cc(=S)[nH]c2ccccc12 | · | 9 | -3
COc1ccc(CC(=O)NCCNc2ccc(Nc3cc(C)ccn3)nn2)cc1 | · | 8 | -9
Cc1ccc(COC2C[C@](OCc3cccc(C(F)(F)F)c3)(C(=O)NN3CCOCC3)C[C@@H](O)[C@H]2O)cc1 (stereo partly drawn) | -5 | 7 | -7
Cc1ccc(C2(O)CCN(C(=O)C(C)(C)NC(=O)c3cccs3)CC2)nc1 | · | 18 | 0
CO[C@@]1([Si](C)(C)C)CCCCC1O (stereo partly drawn) | · | -6 | -2
CCN(CC)S(=O)(=O)c1cc(C(=O)O)n(C)c1 | · | 4&2 | -4&1
Cc1ccccc1CNCc1cc(C#N)n(C)c1C | -9&1 | -1&-1 | -7&0
Cc1ccoc1C(=O)NCc1cc(CC(C)C)on1 | · | -1 | -1
CC1CCc2c(sc(NC(=O)c3cc4ccccc4oc3=O)c2C(N)=O)C1 (stereo not drawn) | -1 | -7 | 0
CC(C)c1ccc(NC2CCCN(C(=O)CCN3CCCO3)C2)cc1 (stereo not drawn) | · | 0 | -8
CC(C)=CC(=O)N1CCC(Cc2ccc(F)cc2)CC1 | -6 | -1 | -2
Cc1cc(C)n(C2CCN(C(=O)CCCNC(=O)OCc3ccccc3)CC2)n1 | -7 | -4 | -7
CCN1C(=S)SC(=O)C1=C1C=C(C)OC(C)=C1 | -3 | 10 | -7
Cc1nc2sc(C(=O)N(C)Cc3ccc(Br)s3)c(C)c2c(=O)[nH]1 | · | -5 | 2
CCOC(=O)CC1C(=O)NCCN1C(=O)[C@H]1c2ccccc2C(=O)N(Cc2ccccc2)[C@H]1c1ccc(OC)cc1 (stereo partly drawn) | -4 | -8 | -5
O=C(CN1CCc2ccccc2C1)N1N=C(c2ccc(F)cc2)CC1c1ccccc1F (stereo not drawn) | -5 | -1 | -6
Cc1nn(CC(=O)NC2CCCN(CCc3ccccc3)C2)c(=O)c2ccccc12 (stereo not drawn) | -10 | 11 | -7
CCN1C(=O)NC(c2ccc(Cl)cc2Cl)C2=C1CN(CCC(=O)NCCc1ccccn1)C2=O (stereo not drawn) | -2 | -1 | -3
Cc1csc(SCCn2c(Br)nc3c2c(=O)[nH]c(=O)n3C)n1 | -4 | -4 | -4
COCCNC(=O)C(NC(=O)c1cccs1)C1CCN(C(=O)c2cccc(F)c2)CC1 (stereo not drawn) | -8 | 14 | -3
Cc1[nH]c2ccc(F)cc2c1CC(=O)N(C)C1CCCC1 | · | 1 | -11
Cn1c(=O)c2c(ncn2CCN)n(C)c1=O | · | -1 | -4
Cc1cc(C)n(-c2nnc3c(n2)[nH]c2ccccc23)n1 | -6 | 5 | -9
Cc1cccc2ncc(C(=O)N3CC(c4cccnc4)C3)c(=O)n12 | · | 5 | -9
Cc1n[nH]c(C)c1CCc1n[nH]c(=O)n1Cc1cccs1 | -2 | 6 | -1
Cc1noc2nc3c(c(C(=O)NC4CCC(n5cnnc5)CC4)c12)CCC3 (stereo not drawn) | -16 | 4 | -2
O=C(NC1CCCCC1)C1CCC(=O)N1C1CCCCC1 (stereo not drawn) | · | 31 | -7
CCn1nc(C(C)C)cc1C(=O)NCc1cccnc1N(C)C | · | 2 | -7
Cn1cc(C(=O)N2CCN(CC(=O)NCCc3ccccc3)CC2)c2nn(-c3ccccc3)c(=O)c-2c1 | -6 | -3 | -7
COc1cc2c(cc1-c1nc3c(cnn3C)c(=O)[nH]1)OC(C)C2 (stereo not drawn) | · | 0 | -2
O=C(NCC(F)F)C1(Oc2ccc(Cl)cc2)CCNCC1 | -15 | 20 | -2
CC(NC(=O)c1ccc2ncsc2c1)C1CC2CCC1C2 (stereo not drawn) | -7 | 1 | -16
COc1ccccc1CCN1CCCC(CN(C)C(=O)Nc2ccc3c(c2)OCO3)C1 (stereo not drawn) | · | 2 | -6
Cc1ccc(-n2nc3c(c2NC(=O)Cc2cccc4ccccc24)CS(=O)(=O)C3)cc1 | · | -1 | -5
O=C(Nc1ccc(-c2cscn2)cc1)C1CCCN(C(=O)CCc2cnccn2)C1 (stereo not drawn) | · | 2&12 | -9&-8
Oc1c(C=C2C=Nc3ccccc32)sc(=Nc2ccccc2)n1C1CCCC1 | -5 | -7 | -7

Next part.
SMILES | mcGAS lum | NPYLR7 agonist | hcGAS lum
COC(=O)c1sc2nc(C=Cc3ccsc3)[nH]c(=O)c2c1C | -5 | 14 | -4
COc1cccc(C)c1NC(=O)c1cccc(CN2CCNC(=O)C2)c1 | · | 19 | -10
COc1ccc(-n2c(SCCCCC(=O)N3CCN(C(=O)c4ccc(F)cc4)C(C)C3)nnc2-c2ccco2)cc1 (stereo not drawn) | -5 | 13 | -2
O=C(Nc1ccccc1)C1CCCN(C(=O)c2ccc(F)cc2Br)C1 (stereo not drawn) | -8 | -5 | -6
Cc1n[nH]c(C)c1CNC(=O)CCCn1cnc2ccccc2c1=O | -1 | -9 | 1
COc1ccc(S(=O)(=O)Nc2cc(-c3ccccc3)nn2C2CCS(=O)(=O)C2)cc1 (stereo not drawn) | -8 | -1 | -3
Cc1ccc(-n2nc(C(=O)NCC3CC3)nc2-c2ccoc2)cc1 | -4 | · | -5
Brc1ccc(C2Nc3cccc4cccc(c34)N2)o1 | · | 13 | -10
COc1ccc(CC(=O)N(CC(=O)Nc2cc(-c3ccccc3)nn2-c2ccc(Cl)c(Cl)c2)C(C)C)cc1 | -6 | 0 | -2
CCC(=O)Nc1cccc(-c2nc3ncccc3o2)c1C | -3 | 8 | -2
O=C(NCc1c(F)cccc1F)c1cncn1-c1cccc(-c2cccc(OC(F)(F)F)c2)c1 | -6 | 3 | -3
CCC1(C)N(O)C(C)(C)C(c2ccccc2)=[N+]1[O-] (stereo not drawn) | · | -15 | 4

Filtered by structure, the entries above with fluorine (17)
SMILES | mcGAS lum | NPYLR7 agonist | hcGAS lum
CN(CC(=O)Nc1ccccc1C#N)Cc1cccc(F)c1 | · | -23 | -1
FC(F)(F)c1ccccc1CCC1CCCN(Cc2ncc[nH]2)C1 (stereo not drawn) | · | 12 | -2
Cc1cccc(-c2nnc(NC(=O)C(NC(=O)Nc3ccc(F)cc3F)C(C)C)s2)c1 (stereo not drawn) | -5 | 20 | -9
O=C(c1ccccc1Nc1cccc(C(F)(F)F)c1)N1CCC1 | · | -22 | -3
Cc1nc(-c2cccnc2)ncc1C(=O)N1CCCC(CCc2ccc(F)cc2)C1 (stereo not drawn) | -11 | 4 | -6
O[C@H]1Cc2ccccc2[C@H]1Nc1ncccc1C(F)(F)F | · | -24 | 2
CCc1[nH]n(-c2ccc(F)cc2)c(=O)c1C1=C([n+]2ccccc2)C(=O)N(c2ccc3c(c2)OCO3)C1=O | -8 | 6 | -7
O=C(NOC(=O)c1ccc(F)cc1)c1ccc(OC(F)F)cc1 | · | -2 | -7
Cc1ccc(COC2C[C@](OCc3cccc(C(F)(F)F)c3)(C(=O)NN3CCOCC3)C[C@@H](O)[C@H]2O)cc1 (stereo partly drawn) | -5 | 7 | -7
CC(C)=CC(=O)N1CCC(Cc2ccc(F)cc2)CC1 | -6 | -1 | -2
O=C(CN1CCc2ccccc2C1)N1N=C(c2ccc(F)cc2)CC1c1ccccc1F (stereo not drawn) | -5 | -1 | -6
COCCNC(=O)C(NC(=O)c1cccs1)C1CCN(C(=O)c2cccc(F)c2)CC1 (stereo not drawn) | -8 | 14 | -3
Cc1[nH]c2ccc(F)cc2c1CC(=O)N(C)C1CCCC1 | · | 1 | -11
O=C(NCC(F)F)C1(Oc2ccc(Cl)cc2)CCNCC1 | -15 | 20 | -2
COc1ccc(-n2c(SCCCCC(=O)N3CCN(C(=O)c4ccc(F)cc4)C(C)C3)nnc2-c2ccco2)cc1 (stereo not drawn) | -5 | 13 | -2
O=C(Nc1ccccc1)C1CCCN(C(=O)c2ccc(F)cc2Br)C1 (stereo not drawn) | -8 | -5 | -6
O=C(NCc1c(F)cccc1F)c1cncn1-c1cccc(-c2cccc(OC(F)(F)F)c2)c1 | -6 | 3 | -3

Not a hit list. Share with any hit: about 0.29%.
